# FN deposit inh – fibronectin deposition inhibition. AID 743247. inhibition, % at 12.6 µM. actives 0.086% (n = 350,000). AH1F fibroblasts, Alexa488-fibronectin deposition fluorescence, overnight;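 active = mean inhibition across replicates of 30% or more, regardless of how many single replicates reach that level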;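 note: positive control wells lacked labelled fibronectin entirely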
#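 Assay system: AH1F fibroblasts assembling fluorescent fibronectin matrix; Amount: 10000 AH1F cells per well; Buffer or medium: DMEM, 2% serum; Probe or stimulus: Alexa488-fibronectin, 24 nM final in well; Doses: single compound dose, delivered by pin transfer; Incubation: 1 h adhesion, overnight exposure; Measured by: fluorescence 485/525 nm; Read-out: fibronectin deposition inhibition.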
# Cneo AK release – causes C. neoformans cell lysis; lysis activity, % at 15 µM; actives 0.2% (n = 360,000); adenylate kinase release luminescence, 4 h; normalised: neutral wells 0, clomiphene wells 100;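 active = mean lysis activity across replicates of at least 80%, whatever share of replicates individually reach that level; inactive = mean lysis activity below 80%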
#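 read-out = cell lysis signal | test system = log-phase Cryptococcus neoformans yeast cells | input = cells at 5 × 10^6 per mL | medium = fresh YPD growth medium | signal = luminescent adenylate kinase detection reagent | timing = 4 h at 37 °C static, read 1 h later | dosing = single dose | controls = Clomiphene as positive lysis control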
# PGC1a acetyl inh – PGC1a acetylation modulation, inhibitor mode; actives 0.17% (n = 350,000); inhibition, % at 15.6 µM; U2OS PGC1a acetylation, AlphaScreen anti-acetyl-lysine; with virally co-expressed GCN5 acetyltransferase;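 active = every replicate shows inhibition of at least 40%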;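 note: 0% = neutral control wells and 100% = positive control wells; some results beyond the cut were filed as inactive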
# PAX8 inh HTS – PAX8 transcriptional activity inhibition; RMG-I TPO-luciferase reporter, SteadyGlo, 24 h; inhibition, % at 12.6 µM; actives 1.2% (n = 360,000);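 active = mean replicate inhibition at least 60% with every replicate also reaching 60%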;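 note: luciferase light reporting Pax8 driven TPO promoter activity; plate controls were median of neutral control wells for no effect and mitoxantrone controls for full effect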
# EWS-Fli block – EWS/Fli transcriptional activity inhibition | A673 NR0B1-luciferase reporter, viability-normalised | inhibition, % at 12.6 µM | actives 0.67% (n = 350,000) | AID 651661;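 active = mean inhibition of at least 50% after viability correction, with every replicate also passing that limit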;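 note: firefly luciferase signal divided by Alamar Blue viability fluorescence both relative to DMSO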
# LGR2 inh – Drosophila LGR2 receptor signaling inhibition. inhibition, % at 9.99 µM. HEK293 LGR2, CRE-luciferase, bursicon-stimulated, 4 h. actives 0.35% (n = 380,000);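 active = drop in luminescence signal, shown as inhibition above about 50% in the replicate tests, limit read from the data, passing the limit was not always enough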;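 note: agonist challenge used bursicon conditioned medium at about half maximal strength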
# miR122 inh – blocks miR-122 activity in Huh7 sensor cells | Huh7 miR-122 Renilla luciferase sensor, 48 h; neutral wells = 0, positive control = 100 | activation (reporter increase), % at 12.5 µM | actives 0.3% (n = 340,000);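 active = mean replicate activation score at least 90 and every replicate individually at or above 90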;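 note: higher luciferase means less miR-122 activity so hits act as miR-122 inhibitors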
# CASP6 VEID inh – caspase-6 (human) enzyme inhibition; P55212; purified caspase-6, Z-VEID-R110 cleavage fluorescence; inhibition, % at 12.5 µM; actives 0.53% (n = 350,000);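 active = mean inhibition across replicates at least about 35%, with every replicate also reaching that limit, limit read from the data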;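 note: 0% = median of neutral control wells and 100% = no fluorescence left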
# Target sequence (P55212 24-179 limits assumed): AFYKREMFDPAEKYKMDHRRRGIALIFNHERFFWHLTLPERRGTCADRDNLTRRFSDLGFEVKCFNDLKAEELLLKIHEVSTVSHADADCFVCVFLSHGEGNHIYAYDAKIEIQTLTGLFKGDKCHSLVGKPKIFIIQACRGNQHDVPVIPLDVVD
# Target sequence (P55212 194-293 limits assumed): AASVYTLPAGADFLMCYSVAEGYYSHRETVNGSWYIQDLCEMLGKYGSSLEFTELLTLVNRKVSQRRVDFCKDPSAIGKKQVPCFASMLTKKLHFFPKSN
# Active calls of the source: *; . = no result given; [ ] = remark or other dose. Compounds as they come; overall some 2.5% were active at least once.
item	Compound	FN deposit inh	Cneo AK release	PGC1a acetyl inh	PAX8 inh HTS	EWS-Fli block	LGR2 inh	miR122 inh	CASP6 VEID inh
1	C[C@H]1CN([C@@H](C)CO)C(=O)c2cccc(NC(=O)C3CC3)c2O[C@@H]1CN(C)S(C)(=O)=O	.	-3.8	4.6	-25.9	-9.7	5.3	0.5[16.7 µM]	1.6
2	Cc1nnc(SCC(=O)Nc2ccccc2F)n1-c1ccc(F)cc1	-5.6	.	.	9.5	-1.0	25.6	.	.
3	COc1ccc(NC(=O)N(C)C[C@@H]2Oc3ccc(NC(=O)Nc4cccc5ccccc45)cc3CC(=O)N([C@@H](C)CO)C[C@@H]2C)cc1	-1.6	54.5	2.9	-19.9	-20.0	15.2	-7.6[16.7 µM]	0.8
4	COC(=O)c1cc2c(c3c4cc(OC)ccc4n(S(=O)(=O)c4cccc(C)c4)c13)C(=O)N(Cc1ccc(N(C)C)cc1)C2	-9.7	.	.	-9.8	8.7	-3.4	.	-0.9
5	COc1ccc(CN(C)C[C@H]2OCCCC[C@@H](C)Oc3ccc(NS(=O)(=O)c4ccc(OC)cc4)cc3C(=O)N([C@H](C)CO)C[C@H]2C)cc1	-13.6	.	3.0	12.6	.	10.1	.	0.3
6	OC(CNCc1ccccc1Cl)COc1ccc(F)cc1 (centres undefined)	-4.6	-3.3	.	-6.2	-2.1	-4.0	.	-2.8
7	C[C@H](CO)N1C[C@H](C)[C@@H](CN(C)CC2CCCCC2)OCCCC[C@H](C)Oc2ccc(NC(=O)Nc3ccc(F)cc3)cc2C1=O	.	2.3	-2.2	21.0	-0.7	-22.5	17.7[16.7 µM]	1.7
8	CN(Cc1ccccc1)C(=O)c1csc([C@@H]2O[C@H](CO)[C@H](O)[C@H](O)[C@H]2O)n1	-3.9	1.0	2.5	5.4	-17.5	4.7	-6.0	-0.2
9	C[C@H]1CN([C@@H](C)CO)C(=O)c2cc(N(C)C)ccc2O[C@H]1CN(C)S(=O)(=O)c1cccs1	3.2	9.6	-1.5	16.1	-0.2	22.5	-1.5[16.7 µM]	-4.2
10	CC1(Cc2cccc(C#N)c2)C(=O)Nc2ccc(-c3cccc(C(F)(F)F)c3)cc21 (centres undefined)	-12.9	-2.0	.	1.6	18.6	2.5	-1.0	0.6
11	CN/S(=N/S(=O)(=O)c1ccccc1)c1ccc(C)cc1 (centres undefined)	.	-0.3	-4.2	.	.	19.7	-2.5	.
12	O=C(C1CCC(CNc2c(N3CCCC3)c(=O)c2=O)CC1)N1CCc2ccccc21 (centres undefined)	-10.0	0.4	-9.6	33.8	17.7	8.4	-3.5	2.3
13	C=CCN(Cc1ccc(Cl)s1)C(=O)c1cc(S(=O)(=O)N2CCOCC2)ccc1F	4.5	2.6	.	1.0	1.4	2.3	.	-1.5
14	CCC(CC)NC(=O)C1CCN(S(=O)(=O)c2cccs2)CC1	3.0	2.0	4.4	.	.	.	-2.6	.
15	O=C(CSc1nnc(-c2ccc(O)cc2)o1)Nc1ccccc1Br	2.7	2.0	.	-132.6	-37.8	-1.9	-2.7	0.4
16	CCCNC(=O)Nc1ccc2c(c1)OC[C@@H](C)N(C(=O)c1ccccc1F)C[C@@H](C)[C@H](OC)CN(C)C2=O	-12.6	-2.9	-2.8	2.5	9.0	13.4	.	-1.4
17	COc1ccc(S(=O)(=O)Nc2ccc3c(c2)C(=O)N([C@H](C)CO)C[C@@H](C)[C@@H](CN(C)S(=O)(=O)c2ccc(Cl)cc2)OCCCC[C@H](C)O3)cc1	-2.2	45.3	15.8	29.5	-1.7	17.4	4.8[16.7 µM]	0.5
18	C=CC(C)(O)CCCC(C)CCCC(C)CCCC(C)C (centres undefined)	.	-1.8	-2.1	.	3.8	14.9	0.1	-4.4
19	CCCN(C)C[C@@H]1Oc2cc(-c3ccccc3F)ccc2S(=O)(=O)N([C@@H](C)CO)C[C@@H]1C	-9.7	-4.0	-4.0	.	15.0	-34.2	1.5[16.7 µM]	-1.7
20	CCN(CC)C(=O)c1cccc(NC(=O)c2cc(C3CC3)nc3c2cnn3C(C)C)c1	-5.0	-0.7	-11.1	8.6	-1.5	-5.4	1.4	3.6
21	COc1ccc2c3c([nH]c2c1)[C@@H](CO)N(C(=O)CN1CCOCC1)CC31CN(Cc2ccccc2)C1	1.9	.	5.1	-38.7	4.2	6.7	.	0.1
22	CCn1nc(C(=O)Nc2ccc(N3CCOCC3)cc2)c2ccccc2c1=O	-2.7	-0.4	-1.3	-28.6	-3.3	-10.0	17.4	0.5
23	Cc1ccc(-c2[nH]c3cc(C(=O)NCCCn4ccnc4)ccc3c(=O)c2O)cc1	-6.4	-1.3	-0.4	10.3	-3.6	-5.0	-2.6	4.5
24	CN1c2ccc(-c3ccccc3)cc2[C@H]2[C@H](CCN2S(=O)(=O)c2ccccc2F)[C@@H]1CO	8.6	-11.6	-13.7	36.7	-3.8	13.1	12.0[16.7 µM]	-0.3
25	CN(C)CCN(C(=O)CCc1ccccc1)c1nc2c(F)cc(F)cc2s1	-0.3	.	.	-10.4	-13.1	24.9	.	-3.5

# Reprinted from the part before: two compounds; new compounds follow.
item	Compound	FN deposit inh	Cneo AK release	PGC1a acetyl inh	PAX8 inh HTS	EWS-Fli block	LGR2 inh	miR122 inh	CASP6 VEID inh
24	CN1c2ccc(-c3ccccc3)cc2[C@H]2[C@H](CCN2S(=O)(=O)c2ccccc2F)[C@@H]1CO	8.6	-11.6	-13.7	36.7	-3.8	13.1	12.0[16.7 µM]	-0.3
25	CN(C)CCN(C(=O)CCc1ccccc1)c1nc2c(F)cc(F)cc2s1	-0.3	.	.	-10.4	-13.1	24.9	.	-3.5
26	Cc1ccc(Nc2nc3ccccc3c(=O)s2)cc1	-14.6	.	1.1	-8.8	-1.3	12.9	21.4	1.4
27	CCOC(=O)c1nn(-c2ccccc2C)c(=O)c(C#N)c1C	-7.4	1.9	-8.0	9.6	.	.	-3.9	.
28	COc1ccccc1NS(=O)(=O)c1ccc(O)c(C(=O)OCC(=O)c2ccc(Cl)cc2Cl)c1	-19.1	.	2.9	-9.8	-17.8	8.8	.	-3.8
29	CCOC(=O)c1c(NC(=O)CCC(=O)O)sc2c1CC(C)(C)OC2	-0.7	0.6	-1.5	-9.0	10.0	-16.3	-4.6	6.6
30	Cc1ccccc1S(=O)(=O)N1CC[C@@H]2[C@H]1c1cc(-c3cccc(F)c3)ccc1N[C@@H]2CO	1.0	0.1	8.0	12.1	-1.2	2.8	-1.7[16.7 µM]	-2.2
31	Cc1ccc(C(=O)Nc2cccc(S(=O)(=O)N3CCOCC3)c2)cc1[N+](=O)[O-]	10.3	0.4	-16.8	16.7	8.9	2.1	0.6	-4.2
32	CCCC#Cc1ccc([C@@H]2[C@@H](CO)N3CCCCN(S(C)(=O)=O)C[C@@H]23)cc1	.	-3.6	-1.7	-8.9	-8.3	-10.9	-6.7[16.7 µM]	-1.0
33	CCc1nn(C(C)C(=O)NCc2cccc(OC)c2)c(=O)c2cc3occc3n12 (centres undefined)	-8.2	13.5	-17.6	1.6	1.1	-14.0	.	6.5
34	O=C(CCl)Nc1ccccc1C(=O)Nc1ccc2c(c1)OCO2	-2.5	.	-8.4	-74.5	7.7	-26.4	.	25.0
35	COc1ccc(NC(=O)Nc2ccc3c(c2)CC(=O)N([C@H](C)CO)C[C@H](C)[C@@H](CN(C)Cc2ccc(C(=O)Nc4ccccc4N)cc2)O3)cc1	.	.	0.2	-19.7	-3.4	-13.9	.	-0.4
36	O=C(O)c1cnn(-c2nc(-c3ccc(Cl)cc3)cs2)c1C(F)(F)F	10.0	-2.8	-9.5	-145.5	-81.2	-59.8	3.6	0.0
37	CC(NC(=O)c1ccc(Cl)cc1)C(=O)NC1=NCCS1 (centres undefined)	-4.0	2.4	4.0	.	.	.	-3.6	.
38	COc1ccc(CNC(=O)CN(C)S(=O)(=O)c2ccc3c(c2)c(=O)n(C)c(=O)n3C)cc1	-23.5	-0.6	-2.6	-11.1	-0.4	-17.8	5.0	-0.5
39	C[C@@H]1CN([C@@H](C)CO)C(=O)Cc2cc(NC(=O)Nc3ccc4c(c3)OCO4)ccc2O[C@H]1CN(C)Cc1ccc(C(F)(F)F)cc1	.	-0.3	-0.5	40.4	18.4	0.7	-20.2[16.7 µM]	-4.0
40	C[C@@H](C(=O)CC(=O)OC(C)(C)C)[C@@H](O)c1c(F)cccc1Cl	-0.4	-6.5	-4.5	-13.6	-10.7	-8.8	-5.2	-1.0
41	Cc1cccc(NC(=O)CN2C(=O)N/C(=C\c3ccc(-c4cccc(C(=O)O)c4)o3)C2=O)c1	-12.3	.	4.8	-14.0	-9.8	2.6	-2.5	7.8
42	C[C@@H]1CN([C@H](C)CO)S(=O)(=O)c2ccc(-c3cccc(F)c3)cc2O[C@H]1CN(C)S(=O)(=O)c1ccccc1	.	0.9	-17.1	.	10.6	3.3	4.1[16.7 µM]	-1.4
43	O=C(Nc1ccccc1)N1CCCCN2[C@@H](CO)[C@@H](c3ccc(C#Cc4ccccc4)cc3)[C@@H]2C1	9.8	0.4	-7.7	107.3*	43.1	3.1	-10.1[16.7 µM]	-0.2
44	C[C@H]1CN([C@@H](C)CO)S(=O)(=O)c2ccc(C#CC3CC3)cc2O[C@@H]1CN(C)Cc1cccc(F)c1	-14.8	6.0	-1.8	.	10.3	-14.8	.	6.4
45	O=C(C1CCOCC1)N1CC2(C1)[C@H](c1ccccc1)[C@@H](CO)N2C(=O)CC1CC1	1.4	.	6.1	-12.6	-15.8	-7.7	.	-0.3
46	C[C@@H]1CN([C@@H](C)CO)C(=O)CCCn2cc(nn2)CO[C@@H]1CN(C)C(=O)c1cc(-c2ccccc2)on1	2.9	.	-1.4	-10.2	-1.8	-5.1	-2.7[16.7 µM]	.
47	CCn1cc2nc(SCC(=O)Nc3ccc(F)cc3F)n(Cc3ccccc3)c(=O)c2n1	2.5	0.1	-9.5	18.3	1.0	-5.0	6.9	-4.2
48	COc1ccc(C(=O)c2coc(-c3ccccc3C(=O)O)c2C(=O)O)cc1	.	-1.6	11.0	-3.8	.	-15.2	-0.4	.
49	Cc1ncc([N+](=O)[O-])n1CCOC(=O)NC(NCc1cccnc1)C(Cl)(Cl)Cl (centres undefined)	4.8	.	.	-7.2	7.1	-22.2	.	-4.7
50	Fc1ccc2c(c1)Sc1ccc(Cl)cc1CC2N1CCN(CCC2OCCO2)CC1 (centres undefined)	1.7	.	.	-12.4	11.9	1.9	.	-18.6
51	O/N=C1\CC(O)Cc2nonc21 (centres undefined)	-5.3	2.1	10.1	-3.8	.	.	4.2	.
52	Cc1ccccc1-c1n[nH]c(=S)n1Cc1ccccc1	5.3	.	10.5	1.7	-3.8	-3.5	.	-0.9

# Whole records from above.
# COc1ccc(CN(C)C[C@H]2OCCCC[C@@H](C)Oc3ccc(NS(=O)(=O)c4ccc(OC)cc4)cc3C(=O)N([C@H](C)CO)C[C@H]2C)cc1 in the list: FN deposit inh = -13.6; Cneo AK release = .; PGC1a acetyl inh = 3.0; PAX8 inh HTS = 12.6; EWS-Fli block = .; LGR2 inh = 10.1; miR122 inh = .; CASP6 VEID inh = 0.3
# CN(Cc1ccccc1)C(=O)c1csc([C@@H]2O[C@H](CO)[C@H](O)[C@H](O)[C@H]2O)n1 in the list: FN deposit inh = -3.9; Cneo AK release = 1.0; PGC1a acetyl inh = 2.5; PAX8 inh HTS = 5.4; EWS-Fli block = -17.5; LGR2 inh = 4.7; miR122 inh = -6.0; CASP6 VEID inh = -0.2

# Assay outcomes from PubChem.
